Bioassay records (PubChem BioAssay)
SRC3 TRFRET art = flags TR-FRET format artefacts in PPARgamma SRC-3 recruitment agonist screen | TR-FRET ratio at 8 µM | TR-FRET artefact counter-screen, PPARgamma/SRC-3 format; hits give high values | 99,000 tested, 0.39% active; in the data active = TR-FRET ratio above about 2000; also: inactives centre near 1600; reference of the scale not given here
SRC1 TRFRET art = TR-FRET artefact, counter-screen to PPARgamma/SRC-1 agonist assay; TR-FRET detection artefact counter-screen, emission ratio; hits give high values; 99,000 tested, 0.34% active; TR-FRET ratio at 8 µM; in the data active = TR-FRET ratio above about 2300; also: inactives centre near 1800; reference of the scale not given here
* = called active by the depositor.

SMILES	SRC3 TRFRET art	SRC1 TRFRET art
O=C(CN(c1ccccc1Cl)S(=O)(=O)c1ccccc1)N/N=C/c1ccccc1C(=O)O	1825	1594
O=[N+]([O-])c1cccc(Nc2nc(Cl)nc(Cl)n2)c1	1623	1854
O=C1NCCN(Cc2ccoc2)C1CC(=O)N(CCO)Cc1ccccc1 (stereo unspecified)	1680	1883
COCCN(C(=O)CSc1nnc(C)n1Cc1ccccc1)c1c(N)n(CC(C)C)c(=O)[nH]c1=O	1734	2024
CC(C(=O)N(C1CC1)C1(C(=O)Nc2ccccc2)CCCC1)N1C(=O)c2ccccc2C1=O (stereo unspecified)	1627	2252
CC(C)NC(=O)NC(=O)COc1ccc(Br)cc1Br	1702	1966
CN1CCN(C(=S)c2cn(CCOc3ccccc3F)c3ccccc23)CC1	1455	1491
COc1cccc(CN(C)CC(=O)NCc2ccccc2Cl)c1OC	1638	1876
Cc1oc(-c2ccc(-c3ccccc3)cc2)nc1CN1CCN(CC(=O)N(C)C)CC1	1709	1843
COC(=O)c1sccc1NC(=O)Cn1nnc(-c2ccccc2C)n1	1378	1764

Single records, from the list above:
CC(C)NC(=O)NC(=O)COc1ccc(Br)cc1Br reads SRC3 TRFRET art: 1702; SRC1 TRFRET art: 1966
COC(=O)c1sccc1NC(=O)Cn1nnc(-c2ccccc2C)n1 reads SRC3 TRFRET art: 1378; SRC1 TRFRET art: 1764

(more compounds)
SMILES	SRC3 TRFRET art	SRC1 TRFRET art
CCOc1ccc(CN2CCN(Cc3cccc4c3OCO4)CC2CCO)cc1 (stereo unspecified)	1556	1455
CCN(CC)c1ccc(N=Cc2ccc([N+](=O)[O-])o2)cc1	1832	2252
CCNC(=O)COC(=O)c1cc(C)n(-c2ccccc2)c1C	1651	1764
CCOC(=O)/C=c1\s/c(=C\c2ccc3cc(OC)ccc3c2)c(=O)n1CC(=O)NCc1ccc2c(c1)OCO2	1732	1644
NC(N)=N/N=C/c1ccc(Br)cc1	1566	1941
CCOC(=O)c1cc2c(n(-c3ccc(Cl)cc3)c1=O)CCCC2=O	1424	1801
Cc1cc(C)cc(OCC(=O)NNC(=O)CN2C(=O)c3ccccc3C2=O)c1	1616	1988
CCN1CCN(c2cc(=O)n(Cc3ccc(F)cc3)c(=O)[nH]2)CC1	1507	1720
O=C(Nc1ncnc2sc3c(c12)CCCC3)c1ccncc1	1665	1755
Cc1cccc(NC(=O)Cn2cc([N+](=O)[O-])cn2)n1	1469	1729
CCCc1nc2sc3c(=O)n(N)cnc3c2c2c1CCCC2	1656	1820
COc1cccc(C(=O)OCC(=O)Nc2cc(C)c(C)cc2[N+](=O)[O-])c1	1554	1559
CC(=O)N1CCN(c2ccc(S(=O)(=O)NCCN(C(C)C)C(C)C)cc2[N+](=O)[O-])CC1	1763	1686
C[C@H](NC(=O)c1ccccc1Cl)C(=O)OCCOc1cccc(Cl)c1	1466	1645
CCCC(=O)Nc1ccc2c(c1)COC2=O	1406	1855
Cc1cc(Nc2ccccc2F)n2ncnc2n1	1536	1689
CP(C)(=O)CCP(=O)(c1ccccc1)c1ccccc1	1631	1992
COc1ccc2c(=O)c(-c3ccccc3)coc2c1	1587	1713
O=C(O)c1ccc2c(=O)n3c(nc2c1)/C(=C/c1cccc(Cl)c1Cl)CCCC3	1582	1679
Cc1ccc(S(=O)(=O)N(CC(=O)Nc2ccc(Cl)c([N+](=O)[O-])c2)C2CCCCC2)cc1	1662	1820
COc1cc2ccccc2cc1C(=O)NC(=S)Nc1nnn(C)n1	1696	1626
O=c1[nH]c(CN2CCCC2)nc2sc3c(c12)CCC3	1601	1801
COc1cccc(/C=C/C(=O)NCc2cn3cc(Cl)ccc3n2)c1	1515	1674
Cc1sc2nc(CSc3ccccc3)nc(N3CCC(C(N)=O)CC3)c2c1C	1616	1732
CC(C)N1C(=O)S/C(=C/c2ccccc2OCc2ccc(C(=O)O)cc2)C1=O	1561	1660
O=C(Cc1cccs1)N1CCN(c2cccc(Cl)c2)CC1	1504	1752
COc1cc(C(c2c(C)[nH][nH]c2=O)c2c(C)[nH][nH]c2=O)ccc1OC(C)C	1489	2015
O=C(O)CCC(=O)NNc1ncnc2ccccc12	1502	1632
S=C(NCC1CCCO1)Nc1cccc(Cl)c1 (stereo unspecified)	1830	1681
Cc1csc(NC(=O)Nc2ccc(Cl)cc2)n1	1569	1796
COc1cccc(OC)c1C(=O)Nn1c(-c2cccc(C)c2)nc2ccccc2c1=O	1332	1972
O=C1CCC(=O)N1CNc1cccnc1	1590	1798
CC(N=C1CC(C)(C)CC(=O)/C1=C(/O)CCCN1C(=O)c2ccccc2C1=O)C(=O)O (stereo unspecified)	1558	1865
O=C(N/N=C/c1cccs1)c1cccc(S(=O)(=O)Nc2ccc(Cl)cc2)c1	1665	1782
COc1cc(/C=N/Nc2nc(Nc3ccccc3)nc(N3CCOCC3)n2)ccc1OC(=O)c1ccco1	1699	1812
O=C(OCc1nnc(-c2ccccc2)o1)c1cc([N+](=O)[O-])ccc1Cl	1430	1746
CNc1nc(-c2ccccc2)nc(-c2ccc(OC)cc2)c1C#N	1720	1661
Cn1cnnc1Sc1cc(N2CCN(S(=O)(=O)c3ccccc3)CC2)ccc1[N+](=O)[O-]	1736	2105
Cc1c(C(=O)O)cccc1-n1c(C)cc(/C=N/NC(=O)c2cc3ccccc3o2)c1C	1741	2051
O=C(CNc1cc(S(=O)(=O)N2CCCC2)ccc1OCC(F)(F)F)Nc1cccc(C(F)(F)F)c1	1714	1672
Cc1cc(Nc2nc3c(c(=O)n(C)c(=O)n3C)n2C)n(-c2ccc(Cl)cc2)n1	1466	1590
c1ccc(N2CCN(c3nc4ccccc4n4nnnc34)CC2)cc1	1715	1749
COC(=O)c1ccc(NC(=S)NCC2CC2)cc1	1589	1548
Cc1ccc(NC(=O)C2C3C=CC4(CN(Cc5cccnc5)C(=O)C24)O3)cc1 (stereo unspecified)	1566	1837
Cc1ccc(S(=O)(=O)c2nnn3c2nc(N2CCCCC2)c2ccccc23)cc1	1533	2068
CCOC(=O)CNc1c(-c2ccc(F)cc2)nc2cnccn12	1724	1976
CC(=O)Oc1ccc(/C=C2\N=C(C3CCCCC3)OC2=O)cc1	1440	1670
COc1cccc2sc(Nc3nc4ccc(NC(C)=O)cc4s3)nc12	1908	1893
C/C=C/c1ccc(OCC(O)CN2CCCCCCC2)c(OC)c1 (stereo unspecified)	1508	1492
CCCOc1ccc(Br)cc1CSC(=N)N	1784	1867

The closing six records of the part before are carried over, then new ones follow:
SMILES	SRC3 TRFRET art	SRC1 TRFRET art
Cc1ccc(S(=O)(=O)c2nnn3c2nc(N2CCCCC2)c2ccccc23)cc1	1533	2068
CCOC(=O)CNc1c(-c2ccc(F)cc2)nc2cnccn12	1724	1976
CC(=O)Oc1ccc(/C=C2\N=C(C3CCCCC3)OC2=O)cc1	1440	1670
COc1cccc2sc(Nc3nc4ccc(NC(C)=O)cc4s3)nc12	1908	1893
C/C=C/c1ccc(OCC(O)CN2CCCCCCC2)c(OC)c1 (stereo unspecified)	1508	1492
CCCOc1ccc(Br)cc1CSC(=N)N	1784	1867
CCN1CCc2nc3ccccc3c(C(=O)Nc3ccc(C#N)cc3)c2C1	1351	1824
O=C(CCC(=O)c1ccc(F)cc1)Nc1cccc(S(=O)(=O)Nc2cccc(Cl)c2)c1	1591	1673
COc1cc(C(=O)NCc2nnc(SCC(=O)Nc3nc4ccc(C)cc4s3)o2)cc(OC)c1OC	1643	1693
Cc1ccc([N+](=O)[O-])cc1S(=O)(=O)N(C(=O)c1ccncc1)c1ccc2oc3c(c2c1)CCCC3	1642	1643
CCOc1ccccc1N(CC(=O)Nc1c(C)n(C)n(-c2ccccc2)c1=O)S(=O)(=O)c1ccccc1	1307	1393
O=C(c1ccco1)c1coc2c1cc(O)c1ccccc12	1500	1572
CC(=O)Nc1cccc(NC(=O)Nc2ccc(F)cc2F)c1	1421	1560
COc1cccc(/C=N/NC(=O)CNC(=O)c2ccc(S(=O)(=O)N3CCCC3)cc2)c1OC	1520	1651
Cc1cccc(N(CC(=O)NCc2ccc(F)cc2)C(=O)c2csnn2)c1C	1736	1950
O=C(OCc1nc2ccccc2s1)c1ccco1	1374	1539
O=C(CN(Cc1ccccc1)S(=O)(=O)c1ccc2c(c1)OCCO2)N/N=C/c1cccc(Br)c1	1487	1697
CCCN1CCN(c2nc(-c3cccs3)nc3ccccc23)CC1	1633	1739
COc1ccccc1CN1C(=O)c2ccccc2C1C(=O)NC1CCC(C)CC1 (stereo unspecified)	1481	1833
O=C(CSc1ncn[nH]1)Nc1nsc(-c2ccccc2)n1	1522	1709
COc1cccc(C2CC(c3ccccc3Cl)n3nnnc3N2)c1 (stereo unspecified)	1647	1856
Cc1c(CCOC(=O)CC23CC4CC(CC(C)(C4)C2)C3)sc[n+]1Cc1ccc([N+](=O)[O-])cc1	1570	1966
Cc1cccc(OCc2nc(-c3cccnc3)no2)c1	1811	1812
C=CCn1ccc2c([N+](=O)[O-])cccc2c1=O	1420	1666
OC(CNCc1ccccc1)COCc1ccc(Cl)cc1 (stereo unspecified)	1538	1524
COc1cc(S(=O)(=O)Nc2ccc(C(=O)NCC(=O)O)cc2)ccc1NC(C)=O	1657	1892
CCN(CC)Cc1cc(O)c(CN(CC)CC)cc1O	1519	1792
COc1cc(C(=O)NCCC2=CCCCC2)cc(OC)c1OC	1708	1736
COc1ccc(Nc2nc(N)nc(CSC(=S)N3CCOCC3)n2)cc1	1526	1672
CCC(=O)N(NC1=NS(=O)(=O)c2ccccc21)S(=O)(=O)c1ccc(C)cc1	1856	1763
N#CCCN(Cc1cccnc1)C(=S)NC(=O)c1ccc(S(=O)(=O)N2CCCC2)cc1	1847	1728
CCN(CC(=O)Nc1ccc(C(C)=O)cc1)CC(=O)Nc1ccccc1C(F)(F)F	1665	1699
CC(C)(C)C(=O)Nc1ccc2c(c1)OCCOCCOc1cc(NC(=O)C(C)(C)C)ccc1OCCOCCO2	1623	1930
c1ccc(Oc2ccc3ccccc3n2)cc1	1581	1746
COc1ccc(-n2nnc3c(=O)n(CC(=O)OCc4ccccc4)cnc32)cc1	1577	1659
CN(Cc1cn(C)nc1-c1cccc(Cl)c1)CC1CCCCO1 (stereo unspecified)	1513	1516
CNC(=S)Nc1ccc2nc(C)oc2c1	1572	1823
Cc1cccc2cc(C#N)c(NCCNS(=O)(=O)c3ccccc3)nc12	1568	1607
COCC(C)N=C1NN=C(c2cc(C)n(Cc3ccccc3Cl)c2C)CS1 (stereo unspecified)	1627	1847
CCCCN(C)CCC(=O)Nc1ccc(Cl)cc1	1742	1797
COc1ccccc1NC(=S)N(CCN1CCCCCC1)Cc1cccs1	1572	2088
COc1cc(/C=N/Nc2ccc(C(F)(F)F)cn2)cc(OC)c1O	1451	1683
CCN(CC)S(=O)(=O)c1cc([N+](=O)[O-])ccc1N=Nc1c(O)n(C)c2ccccc12	1479	1668
CC1(C)Oc2ccc3ccc(=O)oc3c2C(/C=N/O)C1=O (stereo unspecified)	1404	1924
CC(=O)n1cc(/C=C2/N=C(c3ccccc3)OC2=O)c2ccccc21	1837	1698
O=C(OCc1cc(Cl)ccc1OC(F)F)c1cccnc1	1694	1731

Arranged by count of non-hydrogen atoms (high to low): some entries from above.
SMILES	SRC3 TRFRET art	SRC1 TRFRET art
O=C(CN(Cc1ccccc1)S(=O)(=O)c1ccc2c(c1)OCCO2)N/N=C/c1cccc(Br)c1	1487	1697
COc1cccc(OC)c1C(=O)Nn1c(-c2cccc(C)c2)nc2ccccc2c1=O	1332	1972
COc1cc(C(=O)NCCC2=CCCCC2)cc(OC)c1OC	1708	1736
CCN(CC)c1ccc(N=Cc2ccc([N+](=O)[O-])o2)cc1	1832	2252
CP(C)(=O)CCP(=O)(c1ccccc1)c1ccccc1	1631	1992
CC(C)NC(=O)NC(=O)COc1ccc(Br)cc1Br	1702	1966
c1ccc(Oc2ccc3ccccc3n2)cc1	1581	1746

Later entries:
SMILES	SRC3 TRFRET art	SRC1 TRFRET art
Cc1cc(NC(=O)CCSc2ccccc2)no1	1535	1758
COc1ccc(S(=O)(=O)N2CCCCCC2)cc1N(C)S(=O)(=O)c1ccc(C)cc1	1612	1651
Cc1c(C(=O)Nc2cc(S(=O)(=O)N3CCOCC3)ccc2N2CCOCC2)oc2ccccc12	1825	1766
CCCOc1ccc(Cn2ccnc2)cc1[N+](=O)[O-]	1634	1936
CC1=C(/C=C/C(C)=C/C=C/C(C)=C/C(=O)O)C(C)(C)CCC1	1727	1805
Cc1ccc(NC(=S)NCCc2ccccc2)c(C)c1	1915	1977
CCOC(=O)C(CC)(CCC(=O)O)c1csc(Nc2ccc(C)cc2)n1 (stereo unspecified)	1512	1626
S=C(NCCc1ccccc1)NC1CC2CCC(C1)N2Cc1ccccc1 (stereo unspecified)	1622	1861
CN1CCN(C(=O)c2cnn3c(C(F)(F)F)cc(-c4cccs4)nc23)CC1	1683	1898
Cc1[nH]c2ccccc2c1/C=N/NC(=O)C1CC1(c1ccccc1)c1ccccc1 (stereo unspecified)	1608	1531
Cc1ccc(C(=O)NCC(=O)OC(C)C(=O)Nc2ccc(N(C)C)cc2)s1 (stereo unspecified)	1665	1829
CCCOc1ccc(N2C(=O)CC(N3CCC(C(=O)OCC)CC3)C2=O)cc1 (stereo unspecified)	1765	1925
O=C1NC(CCc2ccccc2)C(=O)N1Cc1ccccc1Cl (stereo unspecified)	1475	1623
COc1cccc(N/C(SCc2ccccc2C)=C(/C#N)C(=O)NCc2cccs2)c1	1592	1973
Cc1ccc(C(=O)N2CCN(C(=O)c3ccc(C)cc3)C2)cc1	1571	1580
C#CCNC(=O)/C=C/c1ccc(C)cc1	1576	1521
C=C[C@@](C)(O)CC[C@@H]1[C@@]2(C)CCCC(C)(C)[C@@H]2CC[C@@]1(C)O	1658	1865
Cc1ccc(Cl)cc1NC(=O)COC(=O)CC(C)(C)C	1485	1330
O=C(Cn1cc([N+](=O)[O-])cn1)N1CCCc2ccccc21	1409	1626
Cc1cccc(N2CCN(C(=O)c3cn4ccccc4n3)CC2C)c1 (stereo unspecified)	1574	1775
CCOC(=O)c1cnc(N)nc1C(F)(F)F	1628	1825
